4-MU autofl = qHTS Assay for Spectroscopic Profiling in 4-MU Spectral Region | compound autofluorescence, 340/450 nm, 4-MU equivalents; active compounds read high | max dye-equivalent concentration, M | hit rate 11% among 59,000; in the data active means max dye-equivalent concentration above about 10 nM; inconclusive means mostly about 1.1 nM to 9.6 nM
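Intrinsic fluorescence at 340/450 nm (ex/em) was read after 15 min at room temperature in pH 8.0, 100 mM Tris. Each compound concentration expressed as 4-MU-equivalent concentration from a six-point 4-MU standard series on each plate.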
Ub-GFP proteasome = Ubiquitin-GFP Assay. Ubiquitin-GFP reporter cells, proteasome inhibition, GFP fluorescence; response scale: untreated = 0%, 10 µM MG-132 = 100%. Potency, µM (doses to about 45.9 µM), for inactives: top-dose activation (GFP accumulation), actives largely listed as activators. 67,000 tested, under 10 active. AID 526, 2006; active means well fitted activation curve with a large enough effect, not every such curve was filed as active; inconclusive means small, poorly fitted or top-dose-only effect, or another doubt; inactive means no such curve, though single readings can be large or run the other way; further: potency means the concentration at half of the fitted maximal effect
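Proteasome blockade was scored as a rise in GFP-expressing U2OS cells carrying a ubiquitin(G76V)-GFP construct, imaged after 4 hr compound treatment at 37 °C across a 46 uM–2.9 nM series.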
HBB splice mod = qHTS Assay for Modulators of Hemoglobin Beta Chain Splicing; hit rate 0.06% among 65,000; HBB splicing reporter cell assay, activation; EGFP reporter with mutant IVS2-654 intron; response scale: normalised to 500 nM splice-correcting PNA; AID 925, 2007; Potency, µM (doses to about 46.1 µM), without a hit: at the top dose activation, usual class: activators; further: potency means the concentration at half of the fitted maximal effect; 0% is about no effect
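Compounds were applied for 2 days to HeLa EGFP-654 cells, 500/well in Optimem with 2% FCS. The reporter's EGFP is disrupted by mis-splicing of beta-globin intron IVS2-654. Readout: summed well GFP fluorescence from 488 nm laser scanning; reference was 500 nM antisense […] 654 PNA.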
GFP derepression = qHTS Assay for Epigenetic Modulators; mouse C127i GFP locus derepression, cytometry, 30 h; Potency, µM (doses to about 46.1 µM), without a hit: at the highest dose GFP derepression (activation); hit rate 0.09% among 68,000; further: % of control where 0% means no effect
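Locus derepression in mouse mammary C127i cells whose integrated CMV-GFP reporter is normally silent; GFP expression after 30 h compound treatment was quantified by counting fluorescent cells.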
BRCT inh red = qHTS Assay for Inhibitors of BRCT-Phosphoprotein Interaction (Red Fluorophore) | hit rate 0.03% among 75,000 | Breast cancer type 1 susceptibility protein (Homo sapiens), P38398 | BRCT-phosphopeptide binding, red fluorescence polarization | Potency, µM (series often up to 76.9 µM), inactives show at the highest dose activity change, negative = inhibition, most hits filed as inhibitors; further: on the % scale 0 is the no-effect control and ±100 the full control effect
Target sequence (P38398 whole entry, looked up): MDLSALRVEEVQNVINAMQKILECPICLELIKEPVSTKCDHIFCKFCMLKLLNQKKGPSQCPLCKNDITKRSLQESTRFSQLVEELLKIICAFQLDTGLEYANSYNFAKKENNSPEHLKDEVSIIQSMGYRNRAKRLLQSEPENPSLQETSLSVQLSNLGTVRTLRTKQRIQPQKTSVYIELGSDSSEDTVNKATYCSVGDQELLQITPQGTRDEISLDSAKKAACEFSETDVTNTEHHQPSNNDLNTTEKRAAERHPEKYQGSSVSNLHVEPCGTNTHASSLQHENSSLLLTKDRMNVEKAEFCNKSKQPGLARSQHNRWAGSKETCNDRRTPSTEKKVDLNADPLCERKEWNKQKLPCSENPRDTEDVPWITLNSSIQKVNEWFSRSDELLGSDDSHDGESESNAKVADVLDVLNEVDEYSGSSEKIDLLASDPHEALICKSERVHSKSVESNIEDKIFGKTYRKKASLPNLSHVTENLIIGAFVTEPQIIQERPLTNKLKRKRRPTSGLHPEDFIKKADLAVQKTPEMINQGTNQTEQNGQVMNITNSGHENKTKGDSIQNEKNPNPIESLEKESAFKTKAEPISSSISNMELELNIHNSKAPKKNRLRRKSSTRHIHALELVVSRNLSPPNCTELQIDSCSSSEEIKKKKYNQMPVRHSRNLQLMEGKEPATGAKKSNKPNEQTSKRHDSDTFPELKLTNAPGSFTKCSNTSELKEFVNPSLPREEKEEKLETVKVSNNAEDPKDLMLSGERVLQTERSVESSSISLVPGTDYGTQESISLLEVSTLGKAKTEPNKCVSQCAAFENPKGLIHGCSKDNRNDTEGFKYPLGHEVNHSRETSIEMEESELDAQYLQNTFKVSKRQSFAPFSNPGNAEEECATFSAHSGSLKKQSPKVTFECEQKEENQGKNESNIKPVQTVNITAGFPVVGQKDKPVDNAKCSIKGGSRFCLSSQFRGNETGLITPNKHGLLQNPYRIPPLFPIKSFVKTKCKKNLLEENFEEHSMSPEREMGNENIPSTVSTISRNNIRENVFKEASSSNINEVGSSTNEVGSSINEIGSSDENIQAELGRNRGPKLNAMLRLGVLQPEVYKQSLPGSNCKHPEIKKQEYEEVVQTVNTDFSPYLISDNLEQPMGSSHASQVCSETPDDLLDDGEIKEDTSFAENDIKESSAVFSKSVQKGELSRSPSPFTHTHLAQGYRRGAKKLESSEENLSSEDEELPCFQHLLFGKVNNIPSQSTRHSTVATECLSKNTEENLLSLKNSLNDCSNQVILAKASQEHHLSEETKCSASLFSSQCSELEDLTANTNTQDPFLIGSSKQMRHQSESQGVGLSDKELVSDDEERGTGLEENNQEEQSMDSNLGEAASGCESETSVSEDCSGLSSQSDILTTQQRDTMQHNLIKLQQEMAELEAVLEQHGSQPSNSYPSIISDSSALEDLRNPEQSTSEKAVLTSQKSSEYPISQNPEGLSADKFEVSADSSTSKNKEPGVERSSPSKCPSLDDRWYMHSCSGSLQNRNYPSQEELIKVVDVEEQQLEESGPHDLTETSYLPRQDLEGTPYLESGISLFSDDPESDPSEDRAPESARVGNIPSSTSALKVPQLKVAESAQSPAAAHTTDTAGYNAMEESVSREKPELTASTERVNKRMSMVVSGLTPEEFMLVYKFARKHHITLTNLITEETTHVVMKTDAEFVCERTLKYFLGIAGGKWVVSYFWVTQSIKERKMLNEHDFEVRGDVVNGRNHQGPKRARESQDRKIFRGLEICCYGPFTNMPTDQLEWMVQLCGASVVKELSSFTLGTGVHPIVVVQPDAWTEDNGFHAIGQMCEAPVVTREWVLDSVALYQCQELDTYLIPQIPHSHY
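Fluorescence polarization: 100 nM His-tagged BRCA1 BRCT with 100 nM TAMRA-labelled phospho-BACH1 decapeptide, phosphate buffer pH 7.3 with 150 mM NaCl, DTT, 0.01% Tween 20; 12 min RT. Binding inhibition seen as FP decrease.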
CRE-bla Fsk = Cell signaling CRE-BLA (Fsk stim) | CHO CRE-bla reporter (cAMP response element driving beta-lactamase), forskolin EC10, beta-lactamase ratio | Potency, µM (series often up to 38.2 µM), for the others: top-dose activity change, negative = inhibition, hits mostly activators | hit rate 2.5% among 71,000 | AID 662, 2007; active means well fitted activation curve with a large enough effect in the signal ratio, with a control signal flat, not every such curve was filed as active; inconclusive means small, poorly fitted or top-dose-only effect, or effect the other way, or a change in a side signal; the % refers to the signal ratio; further: potency means the concentration at half of the fitted maximal effect; % of control where 0% means no effect
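Forskolin analogue NKH 477 at EC10 stimulated CRE-driven beta-lactamase in CHO cells alongside compound dilution series. Beta-lactamase was measured with CCF4, excitation 405 nm, emission ratio 460/530 nm.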
Hsp90 Hop PPI = qHTS Assay for Disrupters of an Hsp90 Co-Chaperone Interaction. AlphaScreen TPR2A-His6 binding biotin-Hsp90 C-terminal peptide. hit rate 0.44% among 71,000. Hsp90 C-terminal peptide / TPR2A (Hop) interaction, human. Potency, µM (series often up to 57 µM), without a hit: at the highest dose activity change, negative = inhibition; active means well fitted curve in either direction with a large enough effect; inconclusive means small, poorly fitted or top-dose-only effect, or another doubt; further: potency means the concentration at half of the fitted maximal effect; on the % scale 0 is the no-effect control and ±100 the full control effect; many of its hits are not listed in these tables
BRCT PPI green = qHTS Assay for Inhibitors of BRCT-Phosphoprotein Interaction (Green Fluorophore); hit rate 0.05% among 75,000; Potency, µM (series often up to 76.9 µM), without a hit: top-dose activity change, negative = inhibition, usual class: inhibitors; Breast cancer type 1 susceptibility protein (Homo sapiens), P38398; BRCA1 BRCT-phosphopeptide binding, green fluorescence polarization;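 further: potency means the concentration at half of the fitted maximal effect; plate controls were peptide without protein for full effect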
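Fluorescence polarization: His-tagged BRCT (~35 kDa BRCA1 C-terminus, 250 nM) bound to 100 nM fluorescein-labeled phosphorylated 10-aa BACH1 peptide, pH 7.3 phosphate buffer with DTT and Tween 20. Compounds incubated 12 min at room temperature; inhibition read as lowered polarization.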
ALOX15 inhib = qHTS Assay for Inhibitors of 15-hLO (15-human lipoxygenase). purified 15hLO-1, xylenol orange hydroperoxide absorbance. Potency, µM (highest dose often 57.1 µM), for the others: at the top dose activity change, negative = inhibition, most hits filed as inhibitors. hit rate 1.4% among 74,000; further: potency means the concentration at half of the fitted maximal effect; on the % scale 0 is the no-effect control and ±100 the full control effect; nearly all actives have a fitted effect of over 55% in size
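Readout: Fe(III)-xylenol orange absorbance, 573-to-405 nm ratio as reaction progress. Enzyme 40 nM purified human 15hLO-1, substrate 50 uM arachidonic acid, 6 min RT after 15 min compound preincubation; Hepes pH 7.5 buffer with Triton X-100.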
A350 fluor = qHTS Assay for Spectroscopic Profiling in A350 Spectral Region; Compound autofluorescence, 340/450 nm, Alexa 350 dye-equivalents; active compounds read high; max dye-equivalent concentration, M; hit rate 11% among 59,000; AID 590, 2007; in the data active means max dye-equivalent concentration above about 10 nM; inconclusive means mostly about 1.1 nM to 9.6 nM
Pol III holo inh = qHTS Assay for Inhibitors of DNA Polymerase III Holoenzyme System | reconstituted DNA polymerase III holoenzyme replication, biochemical | Potency, µM (doses to about 57.1 µM), for the others: at the highest dose activity change, negative = inhibition | hit rate 0.25% among 71,000 | AID 603, 2007; further: potency means the concentration at half of the fitted maximal effect; on the % scale 0 is the no-effect control and ±100 the full control effect
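Reconstituted *E. coli* holoenzyme (0.35 nM Pol III, 1 nM beta, 154 nM SSB, 2 nM primase) was preincubated with compound for 15 min at RT. Synthesis on 1.4 nM ssM13Gori ran 35 min, then was stopped with PicoGreen/EDTA and read as dsDNA fluorescence.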
* marks the source's active call; other numbers are inactive results; [ ] = remark or other dose. Unless noted, the call rests on the fitted dose curve; in most records, active means well fitted curve in the direction sought with a large enough effect; inconclusive means small, poorly fitted or top-dose-only effect, or another doubt; inactive means no such curve, though single readings can be large; an effect the other way counts as inactive or inconclusive.

What do the screens show for `CC(C)C[C@H](NC(=O)Nc1cccc(Cl)c1)C(=O)O`?
4-MU autofl: inactive; Ub-GFP proteasome: -1%; HBB splice mod: -1.2%[57.5 µM]; GFP derepression: 5%; BRCT inh red: 0.1%; CRE-bla Fsk: -4%; Hsp90 Hop PPI: -2%; BRCT PPI green: -4.6%; ALOX15 inhib: 18%; A350 fluor: inactive; Pol III holo inh: -3%

How did COc1ccc(OC)c(N(CC(=O)N2CCN(c3cc(Cl)ccc3C)CC2)S(C)(=O)=O)c1 do in these assays?
4-MU autofl: inactive; Ub-GFP proteasome: 7%; HBB splice mod: 0.0%; GFP derepression: 0%; BRCT inh red: -2.7%; CRE-bla Fsk: 3%; Hsp90 Hop PPI: -6%; BRCT PPI green: -3.7%; ALOX15 inhib: -2%; A350 fluor: inactive; Pol III holo inh: -2%

Results for CN(C)C[C@H]1CCC2=C(C1=O)C(c1ccc(Cl)c(Cl)c1)C1=C(CC[C@H](CN(C)C)C1=O)O2 ?
4-MU autofl: inactive; Ub-GFP proteasome: -5%[9.17 µM]; HBB splice mod: 0.6%[9.22 µM]; GFP derepression: -3%[9.22 µM]; BRCT inh red: -2.5%[15.4 µM]; CRE-bla Fsk: -6%[7.6 µM]; Hsp90 Hop PPI: -4%[11 µM]; BRCT PPI green: -0.6%[15.4 µM]; ALOX15 inhib: 14%[11.4 µM]; A350 fluor: inactive; Pol III holo inh: -9%[11.4 µM]

Results for CC(C)c1nnc(NC(=O)CCN2C(=O)c3ccccc3C2=O)s1 ?
Ub-GFP proteasome: -9%; HBB splice mod: 1.5%; GFP derepression: 0%; BRCT inh red: -0.1%; CRE-bla Fsk: 2%; Hsp90 Hop PPI: inconclusive; BRCT PPI green: -3.9%; ALOX15 inhib: 1%; Pol III holo inh: -4%

Results for CCOC(=O)c1c(C)[nH]c(C(=O)CSc2nnnn2-c2ccccc2)c1C ?
4-MU autofl: inactive; Ub-GFP proteasome: 5%; HBB splice mod: -0.1%[57.5 µM]; GFP derepression: -2%; BRCT inh red: 0.3%; CRE-bla Fsk: 7%; Hsp90 Hop PPI: 1%; BRCT PPI green: -0.6%; ALOX15 inhib: 4%; A350 fluor: inactive; Pol III holo inh: 2%

How did CCOc1ccccc1NC(=O)CCC(=O)Nc1ccc2nc(N3CCN(C)CC3)cc(C)c2c1 do in these assays?
4-MU autofl: 2.3e-07M*; Ub-GFP proteasome: -13%; HBB splice mod: 0.9%; GFP derepression: 3%; BRCT inh red: 0.4%; CRE-bla Fsk: inconclusive; Hsp90 Hop PPI: 3%; BRCT PPI green: -0.9%; ALOX15 inhib: -2%; A350 fluor: 2.6e-07M*; Pol III holo inh: -5%

How did CCOc1ccc2[nH]c(=O)c(CN(CCO)C(=O)c3ccccc3F)cc2c1 do in these assays?
4-MU autofl: 5.2e-07M*; Ub-GFP proteasome: 1%; HBB splice mod: -6.3%; GFP derepression: 1%; BRCT inh red: 1.4%; CRE-bla Fsk: 8%; Hsp90 Hop PPI: 0%; BRCT PPI green: -1.0%; ALOX15 inhib: -3%; A350 fluor: 7.7e-07M*; Pol III holo inh: -3%

Results for O=C(C1CCCCC1)N(Cc1nc2sc3c(c2c(=O)[nH]1)CCCC3)Cc1cccs1 ?
4-MU autofl: inconclusive; Ub-GFP proteasome: 0%; GFP derepression: -2%; BRCT inh red: -0.7%; CRE-bla Fsk: -4%; Hsp90 Hop PPI: 1%; BRCT PPI green: 0.3%; ALOX15 inhib: -12%; A350 fluor: inconclusive; Pol III holo inh: -4%

How did CCCN1Cc2cccc(C(=O)Nc3cc(OC)cc(OC)c3)c2C1=O do in these assays?
4-MU autofl: inconclusive; Ub-GFP proteasome: -3%; HBB splice mod: -0.3%; GFP derepression: 0%; BRCT inh red: 0.5%; CRE-bla Fsk: 6.3µM*; Hsp90 Hop PPI: -5%; BRCT PPI green: 0.0%; ALOX15 inhib: -7%; A350 fluor: inconclusive; Pol III holo inh: -10%

How did C=CCn1c(Cc2cccs2)nnc1SCC(=O)Nc1ccc(OC)cc1 do in these assays?
4-MU autofl: inactive; Ub-GFP proteasome: -3%; HBB splice mod: -4.2%[57.5 µM]; GFP derepression: -1%; BRCT inh red: -0.1%; CRE-bla Fsk: -4%; Hsp90 Hop PPI: 0%; BRCT PPI green: -7.6%; ALOX15 inhib: 6%; A350 fluor: inactive; Pol III holo inh: 2%

Results for COc1ccc(OC)c(S(=O)(=O)N2CCC(C(=O)NCc3ccccc3)CC2)c1 ?
4-MU autofl: inactive; Ub-GFP proteasome: -2%; HBB splice mod: 1.2%; GFP derepression: 0%; BRCT inh red: -1.7%; CRE-bla Fsk: -12%; Hsp90 Hop PPI: 2%; BRCT PPI green: 1.0%; ALOX15 inhib: -1%; A350 fluor: inactive; Pol III holo inh: 3%

What do the screens show for `CCC(=O)Nc1cc2nn(-c3ccccc3)nc2cc1Cl`?
4-MU autofl: 4.8e-08M*; Ub-GFP proteasome: -3%; HBB splice mod: -0.8%; GFP derepression: 3%; BRCT inh red: 0.8%; CRE-bla Fsk: -14%; Hsp90 Hop PPI: -2%; BRCT PPI green: 1.8%; ALOX15 inhib: 0%; A350 fluor: 6.7e-08M*; Pol III holo inh: -6%

How did Cn1c(=O)c2c(nc(CN3CCN(c4ccccc4)CC3)n2Cc2c(F)cccc2Cl)n(C)c1=O do in these assays?
4-MU autofl: inactive; Ub-GFP proteasome: 7%; HBB splice mod: 1.9%[1.84 µM]; GFP derepression: 0%; BRCT inh red: -0.1%; CRE-bla Fsk: inconclusive; Hsp90 Hop PPI: -3%; BRCT PPI green: 0.3%; ALOX15 inhib: 0%; A350 fluor: inactive; Pol III holo inh: 0%

What do the screens show for `COCCCn1c(CCC(=O)O)ccc1-c1cccs1`?
4-MU autofl: 1.3e-06M*; Ub-GFP proteasome: 0%; HBB splice mod: 2.1%; GFP derepression: 3%; BRCT inh red: -0.5%; CRE-bla Fsk: inconclusive; Hsp90 Hop PPI: -2%; BRCT PPI green: -0.5%; ALOX15 inhib: -20%; A350 fluor: 1.5e-06M*; Pol III holo inh: -1%

Results for COc1ccc(S(=O)(=O)N(C)CC(=O)N2CCC(C)CC2)cc1Cl ?
4-MU autofl: inactive; Ub-GFP proteasome: 5%; HBB splice mod: 1.3%; GFP derepression: -3%; BRCT inh red: 0.3%; CRE-bla Fsk: inconclusive; Hsp90 Hop PPI: -6%; BRCT PPI green: -1.5%; ALOX15 inhib: -3%; A350 fluor: inactive; Pol III holo inh: 0%

What do the screens show for `COc1ccc(CSCCN)cc1Cl`?
4-MU autofl: inactive; Ub-GFP proteasome: -5%; HBB splice mod: -0.3%[57.5 µM]; GFP derepression: 2%; BRCT inh red: 0.1%; CRE-bla Fsk: 4%; Hsp90 Hop PPI: -1%; BRCT PPI green: -2.0%; ALOX15 inhib: -23%; A350 fluor: inactive; Pol III holo inh: -8%

How did COc1ccc(OC)c(C(=O)CSc2nnc(-c3cccs3)o2)c1 do in these assays?
4-MU autofl: 1.5e-07M*; Ub-GFP proteasome: 0%; HBB splice mod: 0.0%[57.5 µM]; GFP derepression: 0%; BRCT inh red: 0.7%; CRE-bla Fsk: 25%; Hsp90 Hop PPI: -2%; BRCT PPI green: -0.8%; ALOX15 inhib: 14%; A350 fluor: 1.5e-07M*; Pol III holo inh: -13%

What do the screens show for `CCOC(=O)Nc1ccc2c(c1)N(C(=O)N(CC)CC)c1ccccc1CC2`?
Ub-GFP proteasome: 6%[9.17 µM]; HBB splice mod: -3.6%[0.0738 µM]; GFP derepression: 0%; BRCT inh red: -1.1%; CRE-bla Fsk: inconclusive; Hsp90 Hop PPI: -2%[11 µM]; BRCT PPI green: -0.3%; ALOX15 inhib: -12%[11.4 µM]; Pol III holo inh: -5%[11.4 µM]

How did C[C@H]1C[C@@H]2[C@H]3CCC4=CC(=O)C=C[C@@]4(C)[C@]3(Cl)[C@@H](Cl)C[C@]2(C)[C@]1(O)C(=O)COP(=O)(O)O do in these assays?
4-MU autofl: inactive; Ub-GFP proteasome: -1%[9.17 µM]; HBB splice mod: -1.7%[9.22 µM]; GFP derepression: 0%[9.22 µM]; CRE-bla Fsk: -4%[7.6 µM]; Hsp90 Hop PPI: 1%[11 µM]; A350 fluor: inactive; Pol III holo inh: 2%[11.4 µM]
